VLA-4 inh: inhibition in a human VLA-4 binding assay | P13612 | 330,000 tested, 0.2% active | AID 2557 | inhibition, % (about 7 µM as worked out from the volumes in the protocol) | VLA-4 expressing cells, ligand binding flow cytometry; in the data active means inhibition above about 50%
Fh CTSL1 inh: counter-screen for PFM18AAP inhibitors: inhibitors of F. hepatica cathepsin L1; 300,000 tested, 0.49% active; recombinant F. hepatica cathepsin L1, Z-Leu-Arg-MCA fluorescence; inhibition, % at 5.96 µM;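 active means inhibition above the mean of all tested compounds plus 3 SD, set per screening campaign, cut at about 17% in these data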;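 further: 0% = plate median of test compound wells and 100% = 1 µM Z-Phe-Ala-diazomethylketone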
PP5 inh: PP5 (human) phosphatase inhibition; AID 1987; inhibition, % at 6.7 µM; 320,000 tested, 0.18% active; P53041; purified PP5c, OMFP substrate fluorescence;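 active means inhibition above the campaign's mean inhibition across all tested compounds plus 3 SD, cut at about 9.5% in these data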;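 further: 0% = DMSO only and 100% = 100 µM cantharidin control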
Target sequence (P53041 whole entry, looked up): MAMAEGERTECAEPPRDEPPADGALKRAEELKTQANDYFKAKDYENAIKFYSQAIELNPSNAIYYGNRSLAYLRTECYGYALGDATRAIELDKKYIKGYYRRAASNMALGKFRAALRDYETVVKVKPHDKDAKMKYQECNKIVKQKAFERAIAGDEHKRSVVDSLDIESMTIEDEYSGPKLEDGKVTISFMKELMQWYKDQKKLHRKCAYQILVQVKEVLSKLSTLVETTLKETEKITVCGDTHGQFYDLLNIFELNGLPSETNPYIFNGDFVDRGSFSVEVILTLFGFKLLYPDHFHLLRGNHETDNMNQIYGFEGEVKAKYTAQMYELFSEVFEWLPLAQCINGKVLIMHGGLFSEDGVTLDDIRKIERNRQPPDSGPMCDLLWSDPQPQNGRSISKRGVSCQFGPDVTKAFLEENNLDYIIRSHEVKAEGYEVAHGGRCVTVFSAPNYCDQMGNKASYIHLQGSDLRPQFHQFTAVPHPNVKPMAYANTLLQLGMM
GASC-1 inh: human JMJD2C demethylase inhibition | inhibition, % at 2.35 µM | Q9H3R0 | GST-JMJD2C(1-420) H3K9me3 demethylation, DELFIA europium | 330,000 tested, 0.069% active;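 active means more than half of a compound's replicate wells show inhibition beyond 50%, single wells judged on their own value; inconclusive means some, but no more than half, of replicates pass 50% inhibition; inactive means no replicate passes 50% inhibition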;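 further: signal counts dimethyl H3K9 product captured on neutravidin plate; 0% = median of DMSO wells and 100% = 0.3 times that DMSO median; strong numbers were not always called active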
GRK2 aptamer HTS: blocks RNA aptamer binding to human GRK2; bead flow cytometry, FAM-aptamer displacement from GRK2; inhibition of aptamer binding, % at 10 µM; 330,000 tested, 0.59% active; P25098;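 active means inhibition of aptamer binding above 40%, roughly 3 SD of noise, on plates passing a quality check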;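 further: median bead fluorescence of bound FAM aptamer so fluorescent compounds give negative values; no value below 0 was filed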
HCV core dimer: HCV core protein dimerization inhibition | TR-FRET GST/Flag-core106 dimerization, 1536-well | inhibition, % at 5 µM | 300,000 tested, 0.33% active;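 active means inhibition above the mean of all tested compounds plus 3 SD, set per screening campaign, cut at about 45% in these data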
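Test system: GST/Flag-tagged HCV core106 proteins; Medium: KF-containing HEPES buffer, pH 7.45, DTT, CHAPS, BSA; Times: compound-protein-antibody incubation 4 h at 22.5 °C; Detection: TR-FRET 671 and 617 nm emission; Benchmarks: wells lacking GST-core106 and wells with excess unlabelled core106.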
PP1 inh: blocks human PP1-alpha phosphatase, a PP5 counter-screen | purified PP1alpha, OMFP fluorescence | 320,000 tested, 0.9% active | P62136 | AID 2235 | inhibition, % at 6.7 µM;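 active means inhibition above the mean inhibition of all tested compounds plus 3 SD, computed separately for each screening campaign, cut at about 15% in these data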
procasp7 counter: counter-screen for procaspase-3 activators: activators of human procaspase-7; P55210; recombinant procaspase-7, Ac-DEVD-pNA absorbance 405 nm; D23A/D198A/D206A triple mutant, cannot self-cleave; scale: DMSO 0, 5 µM enzyme 100; activation, % at 8.5 µM; 330,000 tested, 0.093% active;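 active means percent activation above the screen-wide mean plus 3 SD, cut at about 25% in these data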
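Assay system – Uncleavable procaspase-7 mutant enzyme · Quantity – 2 µM procaspase-7 mutant as dispensed · Times – 1 h preincubation, 2 h reaction · Dosing – single nominal 8.5 µM compound dose, 0.8% DMSO final · Buffer or medium – Zinc-free 50 mM HEPES buffer, pH 7.4, with NaCl and Triton X-100 · Detection – Epi-absorbance of released pNA at 405 nm, two timepoints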
procasp3 activ: activators of human procaspase-3. recombinant procaspase-3 D3A, Ac-DEVD-pNA absorbance 405 nm. activation, % at 8.5 µM. 330,000 tested, 0.11% active;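 active means activation above the mean of all tested compounds plus 3 SD, cut at about 21% in these data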;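 further: 0% = DMSO alone and 100% = DMSO wells spiked with extra 5 µM PC-3 D3A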
Target sequence (P42574 whole entry D9A/D28A/D175A): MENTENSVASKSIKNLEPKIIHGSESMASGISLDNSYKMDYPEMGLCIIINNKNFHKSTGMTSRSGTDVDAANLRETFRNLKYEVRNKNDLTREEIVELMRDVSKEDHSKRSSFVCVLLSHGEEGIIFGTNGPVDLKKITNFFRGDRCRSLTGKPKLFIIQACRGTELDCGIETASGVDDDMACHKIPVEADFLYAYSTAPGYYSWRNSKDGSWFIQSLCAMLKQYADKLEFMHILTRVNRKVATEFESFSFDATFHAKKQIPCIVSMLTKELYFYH
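Test system: Procaspase-3 D3A mutant, all three cleavage aspartates alanine | Dosing: Single dose, 8.5 µM nominal compound, 0.8% DMSO | Schedule: 1 h preincubation, 2 h reaction | Technique: 405 nm absorbance of p-nitroaniline, reads at 0 and 120 min | Repeats: One well per compound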
* marks the source's active call; other numbers are inactive results; ? = inconclusive; . = not tested or not shown.

(1) CN(C)c1ccc(C(=O)c2ccccc2C(=O)O)cc1[N+](=O)[O-]
(2) COc1ccc(NC(=O)c2oc3ccccc3c2C)c(OC)c1
(3) COc1ccc(CN(C)Cc2c(O)ccc3ccccc23)cc1
(4) Nc1nc(N)nc(-c2cc(C(F)(F)F)ccc2Cl)n1
(5) Cc1ccc(NC(=O)CN(C)C(=O)c2ccc(Cl)nc2)cc1
(6) CC(C)c1ccc(CNc2nnnn2C)cc1
(7) O=C1CN(C(=O)COc2ccccc2)c2ccccc2N1
(8) CCc1ccc(-c2nc(CN3CCC(C(=O)N4CCN(c5ccccn5)CC4)CC3)c(C)o2)cc1

assay / entry	1	2	3	4	5	6	7	8
VLA-4 inh	5.0	2.7	-18.8	-13.9	2.0	0.7	1.2	2.3
Fh CTSL1 inh	-0.4	2.5	1.5	0.9	-3.2	-2.1	-5.0	0.1
PP5 inh	0.7	3.2	2.9	0.6	1.7	-1.4	0.7	1.4
GASC-1 inh	3.3	-18.9	4.0	0.7	2.3	-6.3	-5.4	.
GRK2 aptamer HTS	4.0	1.0	2.0	3.0	0.0	0.0	2.0	0.0
HCV core dimer	-3.8	-4.5	-24.1	-2.9	-2.6	0.6	1.1	3.0
PP1 inh	1.5	-2.7	2.9	-1.3	-0.2	-0.5	-1.0	1.5
procasp7 counter	10.7	7.2	-29.5	0.9	-1.9	-9.2	0.5	2.6
procasp3 activ	2.8	-3.5	-11.3	-3.3	6.8	7.0	2.9	-0.1

(9) CCOc1ccc(CCN2C(=O)CCC2(C)C(=O)NC(C)CC)cc1OCC (configuration not stated)
(10) Cc1ccc(-c2c[nH]c(=S)n2-c2ccccc2F)cc1
(11) CCC12CN3CCN(CC(C3)/C1=N\NC(=O)c1ccc(F)cc1)C2
(12) CC1Cc2ccccc2N1C(=O)CSc1nnc(CSc2ncccn2)n1C (configuration not stated)
(13) COc1ccccc1-c1sc2ccccc2c1-c1ccccc1OC
(14) CC1Cc2cc(S(=O)(=O)N3CCN(c4ccccc4F)CC3)ccc2N1C(=O)C1CC1 (configuration not stated)
(15) COc1ccc(NC(=O)C2CCN(S(=O)(=O)c3ccc(N4CCCC4=O)cc3)CC2)cc1OC
(16) O=C(CSc1nnc(-c2ccccc2)n1-c1ccccc1)NCc1ccco1

assay / entry	9	10	11	12	13	14	15	16
VLA-4 inh	-6.4	-4.8	0.6	5.5	3.9	-4.2	0.5	15.8
Fh CTSL1 inh	0.9	-2.9	-0.1	-2.0	.	2.2	6.6	1.0
PP5 inh	5.2	-0.5	-0.6	-0.7	1.3	1.3	-2.8	1.7
GASC-1 inh	0.8	-10.3	-7.2	5.4	3.6	-1.7	?	-8.6
GRK2 aptamer HTS	2.0	1.0	2.0	1.0	3.0	3.0	1.0	0.0
HCV core dimer	-7.9	2.8	-5.5	-2.6	.	12.1	-1.4	3.5
PP1 inh	-0.2	0.3	-0.4	2.7	-3.2	0.6	-2.0	-5.4
procasp7 counter	-7.6	-39.0	-0.9	-4.6	2.3	-0.2	2.0	-2.9
procasp3 activ	9.1	-6.9	-7.8	0.5	-4.4	-4.4	10.3	0.2

(17) CCn1c(C)nnc1SCC(=O)Nc1ccc(C(C)=O)cc1
(18) CCC(Cc1ccccc1)NC(=O)C1=C(C)C(=O)OC12CCC(C)CC2 (configuration not stated)
(19) O=C(CN1C(=O)C2C3CCC(C3)C2C1=O)N1CCN(Cc2ccccc2)CC1 (configuration not stated)
(20) COc1cccc(CC(=O)Nc2ncc(C)s2)c1
(21) OCCC1CN(Cc2cccn2-c2cccnc2)CCN1Cc1ccc(F)cc1 (configuration not stated)
(22) CCOC(=O)C1CCCN(C(=O)Cn2nc(Cc3cccnc3)c3ccccc3c2=O)C1 (configuration not stated)
(23) COc1ccccc1C1CC(c2ccco2)=NN1S(C)(=O)=O (configuration not stated)
(24) CSCCC(NC(=O)c1ccc(Cl)cc1)C(=O)OCC(=O)Nc1cc(Cl)ccc1C (configuration not stated)

assay / entry	17	18	19	20	21	22	23	24
VLA-4 inh	14.0	18.0	-14.4	-4.1	9.7	24.9	-458.2	4.0
Fh CTSL1 inh	0.4	0.7	-0.2	1.4	3.2	-2.0	-1.6	0.0
PP5 inh	3.6	2.5	-1.1	-0.2	-2.1	-1.2	0.8	3.0
GASC-1 inh	-18.8	2.1	19.7	-25.3	4.9	-0.5	-1.8	-2.0
GRK2 aptamer HTS	0.0	1.0	0.0	2.0	0.0	2.0	0.0	1.0
HCV core dimer	-5.8	2.0	-2.4	-9.4	4.2	-7.0	6.3	-0.7
PP1 inh	0.2	-3.2	-5.8	0.1	-2.8	-2.0	-2.6	0.4
procasp7 counter	-5.5	12.2	1.0	-2.1	10.8	7.4	7.9	-1.5
procasp3 activ	2.1	-0.1	-1.1	4.1	4.6	1.7	3.4	-0.7

(25) Cn1cc(S(=O)(=O)NCc2ccc3c(c2)OCO3)c(C(F)(F)F)n1
(26) Cc1cc(C)c2c(n1)SCC(=O)N2CC(=O)Nc1ccc(Br)c(C)c1
(27) CCS(=O)(=O)Nc1ccc(C2=NN(S(=O)(=O)CC)C(c3cccs3)C2)cc1 (configuration not stated)
(28) Cc1cc(=O)oc2cc(OC(=O)c3nn(C(C)C)c(=O)c4ccccc34)ccc12
(29) CCN(CC)c1nc(N)c([N+](=O)[O-])c(NCCO)n1
(30) O=C(c1cc2ccccc2o1)N1CCN(c2cccc(C(F)(F)F)c2)CC1
(31) COc1ccc2c(c1)cc(C(=O)N[C@H](C(=O)N1CCC(C(=O)O)CC1)C(C)C)n2C
(32) N#Cc1ccc(Oc2cnccn2)cc1

assay / entry	25	26	27	28	29	30	31	32
VLA-4 inh	-3.1	2.5	3.0	-0.7	9.7	10.7	2.0	1.3
Fh CTSL1 inh	0.9	4.9	7.1	-1.4	1.4	0.6	14.6	-0.1
PP5 inh	1.9	0.1	0.1	-1.9	-0.2	-0.1	-11.1	-2.6
GASC-1 inh	1.3	-0.8	20.7	-3.6	5.5	-4.1	-0.6	0.7
GRK2 aptamer HTS	0.0	0.0	0.0	0.0	0.0	1.0	3.0	2.0
HCV core dimer	1.5	-2.8	-0.2	3.5	2.0	2.2	-13.3	-7.7
PP1 inh	1.4	0.6	-3.1	-2.8	-3.0	-1.7	-4.9	0.9
procasp7 counter	-1.0	-0.3	6.8	20.6	-0.8	2.2	-9.3	4.8
procasp3 activ	11.4	-0.5	8.3	10.3	-1.2	-0.6	-0.5	10.9

Compound profiles (already shown).
`CCS(=O)(=O)Nc1ccc(C2=NN(S(=O)(=O)CC)C(c3cccs3)C2)cc1` (configuration not stated) is listed as VLA-4 inh = 3.0; Fh CTSL1 inh = 7.1; PP5 inh = 0.1; GASC-1 inh = 20.7; GRK2 aptamer HTS = 0.0; HCV core dimer = -0.2; PP1 inh = -3.1; procasp7 counter = 6.8; procasp3 activ = 8.3
`N#Cc1ccc(Oc2cnccn2)cc1` is listed as VLA-4 inh = 1.3; Fh CTSL1 inh = -0.1; PP5 inh = -2.6; GASC-1 inh = 0.7; GRK2 aptamer HTS = 2.0; HCV core dimer = -7.7; PP1 inh = 0.9; procasp7 counter = 4.8; procasp3 activ = 10.9

Next compounds:
(33) O=C1NC[C@@H](Cc2ccc(O)cc2)N(CCc2cccc3ccccc23)C1=O
(34) CC(C)CC(N=C1NC(C)(C)Cc2ccccc21)C(=O)O (configuration not stated)
(35) COc1ccc(C(=O)Nc2cccc(-c3ccc4nncn4n3)c2)cc1OC
(36) O=C(CS(=O)(=O)c1cn(CC(=O)N2CCOCC2)c2ccccc12)Nc1ccccc1
(37) CC(=O)c1c(OC(=O)c2ccc(C)cc2)c2ccccc2n1C
(38) CC(C)(C)c1ccc(C(=O)CC(Sc2ccc(Cl)cc2)C(=O)O)cc1 (configuration not stated)
(39) COc1ccc(C(=O)N/C(=C/c2cccnc2)C(=O)NCc2ccco2)cc1OC
(40) CCCCC(=O)Nc1ccc(N2CCN(S(C)(=O)=O)CC2)cc1
(41) O=C(Nc1ccc(Cl)cc1)C1=Cc2cc(Cl)ccc2OC1
(42) O=C(CSc1nnc(Cc2cc(=O)[nH]c(=O)[nH]2)n1-c1ccccc1)N1CCCC1
(43) O=c1cc(-c2ccccc2)[nH]n1-c1nc2ccccc2s1

assay / entry	33	34	35	36	37	38	39	40	41	42	43
VLA-4 inh	17.0	9.7	-10.2	0.0	4.8	7.9	-11.9	-4.0	-76.8	-1.1	9.9
Fh CTSL1 inh	1.5	-3.1	-6.5	2.8	1.4	1.3	0.2	0.4	0.7	1.9	0.1
PP5 inh	3.9	0.2	1.6	-1.4	0.6	3.7	-2.5	-2.0	0.1	-0.2	2.2
GASC-1 inh	-1.2	-6.3	-8.5	-4.6	1.0	-4.2	-3.3	12.0	1.2	9.2	9.5
GRK2 aptamer HTS	3.0	0.0	0.0	2.0	1.0	2.0	1.0	0.0	0.0	0.0	1.0
HCV core dimer	-7.4	-3.6	0.6	-5.0	-8.3	5.5	-0.7	-1.0	8.4	2.6	16.0
PP1 inh	-3.8	-1.2	-3.2	0.0	-0.5	7.1	-2.6	-3.6	-0.6	-3.0	18.1*
procasp7 counter	-4.3	-2.9	0.6	-3.9	3.3	-19.4	1.4	-2.6	7.7	-2.3	-6.4
procasp3 activ	-5.4	-3.3	1.9	-3.0	4.2	-18.3	-3.1	-1.6	6.8	-4.4	4.7
